Screening data deposited in PubChem by The Scripps Research Institute Molecular Screening Center.
proCasp7 act: counter-screen: procaspase-7 (human) activation; activation, % at 8.5 µM; recombinant procaspase-7, Ac-DEVD-pNA absorbance 405 nm; D23A/D198A/D206A triple mutant, cannot self-cleave; scale: DMSO 0, 5 µM enzyme 100; AID 463210; P55210; 330,000 compounds, 0.093% hits;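 active means percent activation above the screen-wide mean plus 3 SD, cut at about 25% in these data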
Target sequence (P55210 whole entry D23A/D198A/D206A): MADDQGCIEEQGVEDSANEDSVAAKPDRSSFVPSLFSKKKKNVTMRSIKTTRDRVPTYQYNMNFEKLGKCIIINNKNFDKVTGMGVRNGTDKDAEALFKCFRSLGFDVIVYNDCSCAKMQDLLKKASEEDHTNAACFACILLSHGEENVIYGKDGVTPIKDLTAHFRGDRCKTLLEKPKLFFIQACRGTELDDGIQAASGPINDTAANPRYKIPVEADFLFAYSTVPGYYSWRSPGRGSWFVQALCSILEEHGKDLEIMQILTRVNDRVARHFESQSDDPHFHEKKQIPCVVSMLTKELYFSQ
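System: Procaspase-7 triple mutant (PC-7 D3A); measure: % activation from two-timepoint absorbance difference, scaled to controls; times: 1 h compound preincubation, 2 h substrate cleavage, 25 °C; also added: Ac-DEVD-pNA substrate, 400 µM as added; measured by: Epi-absorbance of released pNA at 405 nm, two timepoints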
TPT1 inh: inhibitors of Candida albicans tRNA 2'-phosphotransferase TPT1 | recombinant caTPT1, FP RNA substrate dephosphorylation | inhibition, % at 5 µM | 300,000 compounds, 0.81% hits;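 active means inhibition above the mean of all tested compounds plus 3 SD, set per screening campaign, cut at about 24% in these data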;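 further: plate controls were DMSO alone for no effect and ferristatin control at 100 nM for full effect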
proCasp3 act: activators of human procaspase-3; P42574; recombinant procaspase-3 D3A, Ac-DEVD-pNA absorbance 405 nm; activation, % at 8.5 µM; 330,000 compounds, 0.11% hits;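 active means activation above the mean of all tested compounds plus 3 SD, cut at about 21% in these data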;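 further: 0% = DMSO alone and 100% = DMSO wells spiked with extra 5 µM PC-3 D3A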
Target sequence (P42574 whole entry D9A/D28A/D175A): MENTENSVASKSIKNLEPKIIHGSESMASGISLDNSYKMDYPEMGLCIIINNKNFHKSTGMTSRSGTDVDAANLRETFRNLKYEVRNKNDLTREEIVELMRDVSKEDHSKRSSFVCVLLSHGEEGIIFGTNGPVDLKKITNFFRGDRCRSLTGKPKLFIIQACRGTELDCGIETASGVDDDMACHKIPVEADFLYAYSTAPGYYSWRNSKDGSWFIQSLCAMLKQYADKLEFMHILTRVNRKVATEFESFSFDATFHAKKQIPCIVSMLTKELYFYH
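assay system = Procaspase-3 D3A mutant | signal = absorbance at 405 nm, 0 and 120 min | times = 1 h preincubation plus 2 h reaction at 25 °C | repeats = single replicate | read-out = % activation between DMSO and enzyme-spiked controls | medium = Zinc-free HEPES saline buffer with Triton X-100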
PAFAH2 FP inh: inhibitors of human PAFAH2; Q99487; recombinant PAFAH2, FP-rhodamine activity probe, fluorescence polarization; inhibition, % at 3.39 µM; 340,000 compounds, 0.99% hits; AID 492956;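 active means inhibition above the mean over all tested compounds plus 3 SD, cut at about 30% in these data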;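 further: inhibitors block probe labeling of enzyme so polarization drops; 0% = enzyme with DMSO and 100% = wells lacking PAFAH2 protein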
CTSL1 counter: counter-screen for PFM18AAP inhibitors: inhibitors of F. hepatica cathepsin L1; inhibition, % at 5.96 µM; recombinant F. hepatica cathepsin L1, Z-Leu-Arg-MCA fluorescence; AID 1906; 300,000 compounds, 0.49% hits;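 active means inhibition above the mean of all tested compounds plus 3 SD, set per screening campaign, cut at about 17% in these data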;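 further: 0% = plate median of test compound wells and 100% = 1 µM Z-Phe-Ala-diazomethylketone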
AHR act: activates the human aryl hydrocarbon receptor; activation, % at 5 µM; AHR-responsive luciferase reporter cells, luminescence; 320,000 compounds, 2.5% hits; AID 2796; P35869; in the data active means activation above about 47%;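 further: 0% = vehicle wells and 100% = reference agonist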
HCV core dimer: HCV core protein dimerization inhibition; AID 1899; inhibition, % at 5 µM; TR-FRET GST/Flag-core106 dimerization, 1536-well; 300,000 compounds, 0.33% hits;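 active means inhibition above the mean of all tested compounds plus 3 SD, set per screening campaign, cut at about 45% in these data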
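Assay system: Tagged HCV core106 pair (GST and Flag) | Buffer or medium: KF-containing HEPES buffer, pH 7.45, DTT, CHAPS, BSA | Also added: Eu donor and XL665 acceptor anti-tag antibodies | Dosing: One concentration, 5 µM, in 0.5% DMSO | Timing: 4 h at 22.5 °C | Technique: TR-FRET 671 and 617 nm emission | Repeats: Singlicate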
PP1 counter: counter-screen for PP5 inhibitors: inhibitors of human PP1-alpha | P62136 | purified PP1alpha, OMFP fluorescence | inhibition, % at 6.7 µM | 320,000 compounds, 0.9% hits;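 active means inhibition above the mean inhibition of all tested compounds plus 3 SD, computed separately for each screening campaign, cut at about 15% in these data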
Target sequence (P62136 whole entry, looked up): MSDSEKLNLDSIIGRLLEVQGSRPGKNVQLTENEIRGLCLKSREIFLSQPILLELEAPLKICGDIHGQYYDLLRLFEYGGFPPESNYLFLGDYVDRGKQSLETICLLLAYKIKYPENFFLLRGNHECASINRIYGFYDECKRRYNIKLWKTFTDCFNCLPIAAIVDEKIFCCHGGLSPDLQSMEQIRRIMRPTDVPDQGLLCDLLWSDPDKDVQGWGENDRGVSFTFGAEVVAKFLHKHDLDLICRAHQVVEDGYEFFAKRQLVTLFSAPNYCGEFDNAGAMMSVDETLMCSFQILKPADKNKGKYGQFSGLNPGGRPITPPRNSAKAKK
PP5 inh: inhibitors of human protein phosphatase 5 (PP5); P53041; purified PP5c, OMFP substrate fluorescence; inhibition, % at 6.7 µM; 320,000 compounds, 0.18% hits; AID 1987;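 active means inhibition above the campaign's mean inhibition across all tested compounds plus 3 SD, cut at about 9.5% in these data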;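 further: 0% = DMSO only and 100% = 100 µM cantharidin control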
* = called active by the depositor; x = no result given; + = active, no number. Compounds as they come; 5.6% or so of the library scored in one or more.

smiles	proCasp7 act	TPT1 inh	proCasp3 act	PAFAH2 FP inh	CTSL1 counter	AHR act	HCV core dimer	PP1 counter	PP5 inh
Cn1c(=O)n(C)c2cc(/C=N/NC(N)=S)ccc21	3	-6	-4	2	33*	2	0	-2	0.0
Cc1c(Cl)c([N+](=O)[O-])nn1CCCC(=O)Nc1cc(Cl)ccc1Cl	2	0	1	5	3	0	-3	0	1.1
CC(=O)Nc1ccc(NC(=O)CCCSc2nc3ccccc3[nH]2)cc1	-2	-1	-11	8	-1	4	0	-5	-0.3
COc1ccc(CNC(=O)CC2C[C@H](C(=O)N3CCOCC3)[C@@]3(CCC4CCCC4)c4[nH]c5ccccc5c4CCN3C2=O)cc1OC (stereo not given in full)	9	x	6	5	x	0	x	x	x
C/C(=N\NC(=O)Cc1ccccc1)c1cccnc1	11	2	-5	2	1	6	1	-2	-0.4
CN(C)C(=O)CN1CCN(Cc2nc(CC3CC3)no2)CC1	8	0	7	-3	1	0	1	-7	-0.8
O=Cc1cccc(Oc2ncccn2)c1	1	-2	-1	3	-1	0	-7	-1	7.2
CC(=O)Nc1ccc(NC(=O)CC(C)n2ccnc2)cc1 (stereo not given)	0	-3	2	+	0	7	-4	-2	-0.9
CC1=CC=CC2=NC(=O)CC(C)(C(=O)N(CC(=O)NC(C)C)C3CCCC3)N12 (stereo not given)	6	0	6	5	-1	3	-1	-1	-0.8
COc1cc2cc(CN(Cc3cccs3)C(=S)Nc3cccc(C)c3)c(=O)[nH]c2cc1OC	-9	-1	1	x	-1	31	17	1	2.2

(more compounds)
smiles	proCasp7 act	TPT1 inh	proCasp3 act	PAFAH2 FP inh	CTSL1 counter	AHR act	HCV core dimer	PP1 counter	PP5 inh
CCOc1ccc(NC(C)c2cc(Cl)ccc2O)cc1 (stereo not given)	0	0	3	6	-3	5	-6	0	1.7
CCNC(=O)N(C(=O)NCC)n1c(C)nnc1C	2	-2	0	4	1	-1	-3	-1	1.7
O=C(CNC(=O)c1ccc(Br)cc1)c1ccccc1	-9	-1	6	3	0	4	1	-5	0.5
CC(=O)Nc1ccc(N(C(=O)c2cnccn2)C(C(=O)NC2CCCCC2)c2ccc(O)cc2)cc1 (stereo not given)	-5	-1	1	-7	0	5	0	-3	-0.8
COCc1cc(C)n(CC(=O)NCC2CCCO2)c(=O)c1C#N (stereo not given)	4	-2	-5	-4	-2	-3	5	4	0.5
CC(NC(=O)c1ccc(Cl)c(Cl)c1)c1ccc(-c2ccccc2)cc1 (stereo not given)	-22	-5	7	-3	-2	2	2	0	1.6
Clc1cccc(OCc2nnc(-c3ccccc3Br)o2)c1	-9	0	0	13	1	2	-10	8	1.6
COc1ccc(-n2cnnc2SCC(=O)Nc2cccc(S(N)(=O)=O)c2)cc1	0	-1	1	-6	-1	-3	10	-2	0.3
COc1ccc2[nH]c(=O)c(CN(C(=O)c3ccccn3)c3ccccc3)cc2c1	-3	0	-4	-3	2	0	1	-2	-0.3
COc1ccc(OC)c(/C=C/C(=O)OCC(=O)Nc2ccc3c(c2)OCCO3)c1	-5	1	-1	44*	-7	2	5	-3	4.0

Next part.
smiles	proCasp7 act	TPT1 inh	proCasp3 act	PAFAH2 FP inh	CTSL1 counter	AHR act	HCV core dimer	PP1 counter	PP5 inh
Cc1oc2c(c1C(=O)NCCCC(=O)O)CCCC2	1	2	-7	0	2	0	0	-3	-0.7
CCCc1cc(C(=O)OC)c(NC(=O)c2cc(C)on2)s1	8	-3	-2	-6	4	0	2	0	2.6
O=S(=O)(c1ccc2c(c1)OCCO2)N(Cc1ccc(F)cc1)Cc1nnc(-c2cccs2)o1	0	-3	2	0	-2	-1	18	3	2.0
O=S1(=O)CCN2C(c3ccc4c(c3)CCCC4)=CSC2=N1	-4	-2	4	-4	-6	3	5	-5	1.7
CCN(CC)CCNCC(O)(c1ccc(Cl)cc1)c1ccc(Cl)cc1	6	2	10	1	-2	6	-3	-1	-1.3
COc1cc(OC)cc(-c2c(-c3ccsc3)c3cc(Br)ccc3n2C)c1	2	x	7	3	x	8	x	5	2.4
CC(C)C(=O)Nc1nc2c(ncn2C2CC(O)C(CO)O2)c(=O)[nH]1 (stereo not given)	6	0	-2	2	1	-2	-5	-3	1.8
Cc1ccc(NS(=O)(=O)c2ccc(C(=O)N3CCN(c4ccccn4)CC3)cc2)cc1	8	-3	8	-1	2	20	13	3	3.3
CN(C)S(=O)(=O)c1cccc(NC(=O)Cc2ccc(-c3ccccc3)cc2)c1	10	3	1	-23	3	-7	6	3	4.2
COc1ccc(CN(C(=O)c2oc3ccc(F)cc3c2C)C2CCS(=O)(=O)C2)cc1 (stereo not given)	2	-1	0	0	1	0	5	0	6.0

(continued)
smiles	proCasp7 act	TPT1 inh	proCasp3 act	PAFAH2 FP inh	CTSL1 counter	AHR act	HCV core dimer	PP1 counter	PP5 inh
Cc1cc(NC(=O)CSc2nnc(C3CC3)n2Cc2ccccc2)no1	-10	1	6	3	0	0	-6	-1	-1.8
COc1cccc(-n2c(=O)c3ccccc3n(CC(=O)NCC3CCCO3)c2=O)c1 (stereo not given)	-7	2	1	2	-1	1	-4	-2	1.9
CCOC(=O)C1=C(CSc2nc(-c3ccncc3)ccc2C#N)OC(N)=C(C#N)C1c1cccnc1 (stereo not given)	5	2	-7	-6	1	-15	11	3	-0.1
COCCNC(=O)c1ccccc1NC(=O)CN(c1ccc2c(c1)OCO2)S(C)(=O)=O	6	0	-2	-5	3	2	4	-3	4.5
CC1CCN(S(=O)(=O)c2ccc3c(c2)N(CC(=O)NCCCN2CCCC(C)C2)C(=O)CS3)CC1 (stereo not given)	6	-2	0	-3	2	0	-5	-2	3.4
O=C(NC(Cc1ccccc1)C(=O)NC1CC1)OCc1ccccc1 (stereo not given)	3	-2	-8	-6	6	4	-1	0	0.6
Cn1ccnc1SCCNC(=O)C1CCC(=O)N(Cc2ccc(Cl)cc2)C1 (stereo not given)	-5	1	-3	-2	-3	-1	-3	0	1.0
Cc1ccnc(NS(=O)(=O)c2ccc(NC(=O)c3ccc4c(c3)OCCO4)cc2)n1	9	1	7	1	3	0	-2	2	-1.8
O=c1c(Cc2c(F)cccc2Cl)c(O)ccn1CCc1ccccn1	-3	-1	10	3	2	3	-2	1	-1.2
CS(=O)(=O)N(CC(=O)N1CCOCC1)c1ccc2c(c1)OCO2	2	3	-6	2	-1	0	3	-1	-1.1

Other compounds
smiles	proCasp7 act	TPT1 inh	proCasp3 act	PAFAH2 FP inh	CTSL1 counter	AHR act	HCV core dimer	PP1 counter	PP5 inh
Cc1cccc2cc(C#N)c(NCCNS(=O)(=O)c3ccccc3)nc12	2	-1	0	1	3	3	2	-3	2.0
COCCN(C(=O)c1ccccc1OC1CCN(S(C)(=O)=O)CC1)C(C)C	10	-3	1	1	0	0	-7	-4	0.6
NC(=O)C1(c2ccccc2)CCCN1C(=O)c1ccc(Br)cc1 (stereo not given)	3	1	12	0	-1	1	-4	-2	-0.8
O=C(NCC1CCCO1)C(C(=O)c1ccccc1)n1ccccc1=O (stereo not given)	5	4	7	3	-3	0	1	13	0.7
COC(=O)[C@]1(Cc2ccccc2)N[C@H](CN(C)C(=O)Nc2ccc(F)cc2)[C@@H]2C(=O)N(C)C(=O)[C@@H]21	-1	x	2	8	x	1	x	x	x
CCOC(=O)c1cc2c(nc1N)CC(C)(CC)OC2 (stereo not given)	4	6	7	-6	7	10	2	-3	1.9
CCSc1nnc(NC(=O)c2ccc(C)o2)s1	-5	0	4	-5	3	7	-4	-1	2.3
C/C(=N\NC(=S)NCc1ccccc1)c1ccc(C)o1	-13	4	0	-5	-4	15	-4	-2	4.0
COc1ccc(OC)c(NC(=O)CSc2nc(=O)n(Cc3ccccn3)c3c2CCC3)c1	0	-2	4	0	4	-1	4	-5	0.1
Cc1cc(=O)n2nc(N3CCC(C(=O)N4CCN(C)CC4)CC3)sc2n1	1	-6	9	4	7	2	-2	-1	-5.8

Next part
smiles	proCasp7 act	TPT1 inh	proCasp3 act	PAFAH2 FP inh	CTSL1 counter	AHR act	HCV core dimer	PP1 counter	PP5 inh
Cc1cc(C)c(S(N)(=O)=O)c(C)c1N(C)S(=O)(=O)c1ccccc1	-3	-4	-11	2	0	0	0	-3	2.7
Fc1cnc(N2CCc3ccccc32)nc1N1CCc2ccccc21	0	-4	2	-5	-1	16	1	-3	3.0
COc1ccc(-c2nnc(SCC(=O)N(C)C3CCS(=O)(=O)C3)n2C(C)C)cc1 (stereo not given)	10	x	-5	0	x	-1	x	x	x
COc1ccc(C(=O)Nc2sc(C)c(C)c2CN2CC(C)OC(C)C2)cc1 (stereo not given)	-4	-1	-4	-6	1	19	0	-1	-0.9
CC(=O)N1CCc2cc(S(=O)(=O)NCc3ccc(C)cc3)ccc21	7	-4	0	5	-1	3	-6	1	1.2
O=C(Nc1ccc(C(=O)N2CCCC2)cc1)c1ccccc1[N+](=O)[O-]	2	-1	3	6	-2	1	0	3	1.7
CCOC(=O)c1cc2ccc3ccccc3c2s1	0	-4	-2	-2	2	13	10	0	1.3
COc1cccc(-n2nnc3c(=O)n(C/C=C/c4ccccc4)cnc32)c1	-1	-4	5	2	-1	3	11	2	-0.4
Cc1cc(C(=O)OCC(=O)Nc2ccc(F)cc2)c(C)o1	-15	-3	-2	79*	0	1	-2	2	4.5
Cn1c(N)c(C(=O)CSc2nnc(-c3c[nH]c4ccccc34)n2C2CC2)c(=O)[nH]c1=O	7	x	3	9	x	11	x	-3	-1.6

Quoted from the listing.
Reading of Cc1cc(C(=O)OCC(=O)Nc2ccc(F)cc2)c(C)o1 under TPT1 inh: -3
Reading of Fc1cnc(N2CCc3ccccc32)nc1N1CCc2ccccc21 under CTSL1 counter: -1
Reading of CC(=O)N1CCc2cc(S(=O)(=O)NCc3ccc(C)cc3)ccc21 under PP1 counter: 1

(list continues)
smiles	proCasp7 act	TPT1 inh	proCasp3 act	PAFAH2 FP inh	CTSL1 counter	AHR act	HCV core dimer	PP1 counter	PP5 inh
CCn1nc(C)c(NC(=O)/C=C/c2cnn(C)c2)c1C	-2	-3	-1	-3	3	1	-9	-3	1.4
O=C(Nc1ccccc1)Nc1nc(-c2ccc(F)c(F)c2)cs1	-5	3	-1	-20	-2	4	-1	1	1.5
CC(=O)C1C(c2ccc(F)cc2)NC(=O)NC1(O)C(F)(F)F (stereo not given)	0	0	-7	0	8	-3	2	-2	-0.5
CCNc1nc(Oc2ccc(=O)[nH]n2)nc(SC)n1	-2	0	4	3	-2	0	1	-6	-1.4
Nc1nonc1C(=O)NCCNC(=O)c1cccc(Cl)c1	1	-1	5	15	-2	3	6	-3	1.5
COCCCNC(=S)N/N=C/c1ccc(OC)cc1	-4	-2	-2	x	-4	32	-3	-1	1.8
CC(C)c1nnc(NC(=O)CCC(=O)NCc2ccccc2Cl)s1	4	-1	-3	-1	-2	10	1	-6	0.9
CCc1ccccc1NC(=S)N(CCc1ccncc1)C(C)C	7	0	2	-5	5	0	1	-3	-2.5
CCCC[C@@H]1C[C@H]1[C@@H](NC(=O)c1ccccc1)c1ccccc1C(F)(F)F	-10	0	3	-1	8	3	6	2	3.6
